From PubChem
S3 lipid droplet: qHTS Assay for Lipid Storage Modulators in Drosophila S3 Cells. AID 2685. 0.64% of 320,000 active. lipid storage change, negative = inhibition, % at the top dose, mostly 46.1 µM; hits show Potency in µM. Drosophila S3 cells, BODIPY lipid droplet fluorescence, 18-24 h; cells fed with added oleic acid; active = well fitted inhibition curve with a large enough effect in the signal ratio, with a control signal flat, not every such curve was filed as active; inconclusive = small, poorly fitted or top-dose-only effect, or effect the other way, or a change in a side signal; the % refers to the signal ratio
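Drosophila S3 cells got compounds at several concentrations plus oleic acid (400 uM solution). Laser-scanning cytometry with 488 nm excitation read lipid droplets at 500-530 nm and cells at 575-640 nm. Percent activity was relative to 20 uM Triacsin C.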
S3 lipid droplet cell count max: further read-out of S3 lipid droplet, marked with its call; cell number change, %; measured here: cell count max response;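 cells counted by Cell Tracker Red CMTPX staining in the red channel; peak over a dose series mostly up to 46.1 µM; percent activity relative to internal control wells on each plate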
* = called active by the depositor; i = inactive; ? = inconclusive; . = not tested or not shown; [ ] = another dose, or the depositor's remark. % is scaled to controls: 0 for no effect and ±100 for the full control effect; potency is read from the fitted curve at half-maximal effect. Not all compounds are listed; the hit share may differ from the screen's.

S3 lipid droplet	S3 lipid droplet cell count max	Structure
1.0%	2.4	COc1ccc(NC(=O)NCCc2ccc(Cl)cc2)cc1OC
-12.7%	.	O=C(CSc1nc2ccccc2c(=O)n1-c1ccc(F)cc1)NC1CCS(=O)(=O)C1 (stereo not given)
i	.	Cc1ccc(C)c(NS(=O)(=O)c2ccc(OCC(=O)NCc3ccccn3)cc2)c1
?	.	O=C(CNCc1ccccc1)NCCCN1CCCC1=O
?	.	CC(=O)NCc1ccc(S(=O)(=O)N/N=C/c2ccccc2)cc1
?	.	CCC(=O)Nc1ccc(NC(=O)c2ccccc2)nc1
?	.	O=C(Nc1cccc(O)c1)C1CC(c2ccc(Cl)cc2)=NO1 (stereo not given)
?	.	CCN(CCO)c1ncnc2c1sc1nc(C(C)C)c3c(c12)CC(C)(C)OC3

Looked up by structure from the list above:
S3 lipid droplet	S3 lipid droplet cell count max	Structure
1.0%	2.4	COc1ccc(NC(=O)NCCc2ccc(Cl)cc2)cc1OC
?	.	CCN(CCO)c1ncnc2c1sc1nc(C(C)C)c3c(c12)CC(C)(C)OC3

(further entries)
S3 lipid droplet	S3 lipid droplet cell count max	Structure
?	.	CCn1cc(C(=O)O)c(=O)c2cc(F)c(N3CCN(C(=S)NC(=O)c4ccccc4Cl)CC3)cc21
i	6.3	COc1ccccc1-n1cnc2cc(C(=O)NCc3ccco3)ccc21
-4.9%	15.0	O=C(NNc1cccc([N+](=O)[O-])c1)/C(=C\c1cccnc1)NC(=O)c1ccccc1
?	.	COc1ccc(C2=NN(C(=O)CSc3cn(C)c4ccccc34)C(c3ccc(OC)cc3)C2)cc1 (stereo not given)
?	.	CCOc1c(OC(C)=O)ccc(/C=C/c2ccc3cccc(OC(C)=O)c3n2)c1[N+](=O)[O-]
-0.3%	17.4	CC(C)Oc1ccc(C(CC(=O)O)NC(=O)Cc2ccccc2)cc1 (stereo not given)
1.7%	-1.3	COc1ccc(CN2CNc3nc4ccccc4n3C2)cc1
?	.	CCOC(=O)C1=C(C)C2C3C(=O)N(c4cc(C)ccc4C)C(=O)C3C1(C)C1C(=O)N(c3cc(C)ccc3C)C(=O)C21 (stereo not given)
10.5%	3.0	CCNc1nc(-c2ccc(OC(F)F)cc2)c(C)s1
?	.	Cc1ccc(C)c(S(=O)(=O)N2CCN(C(=O)c3ccc(-n4cncn4)c([N+](=O)[O-])c3)CC2)c1
i	7.1	COc1ccc(NC(=O)CN2C(=O)COc3ccc(S(=O)(=O)N4CCCCC4)cc32)cc1OC
?	.	Cc1ccc(C(=O)OCC(=O)Nc2sc3c(c2C#N)CCCCC3)cc1NC(=O)c1ccco1
-17.8%	6.3	Cc1ccc(NC(=O)c2ccc(N3CCOCC3)c([N+](=O)[O-])c2)cc1S(=O)(=O)N1CCOCC1
?	.	CCCc1nnc(NC(=O)c2nc(S(=O)(=O)Cc3ccc(C)cc3)ncc2Cl)s1
?	.	Nc1c(-c2ccccc2)cnn1-c1ccc(C(=O)O)cc1
?	.	O=S1(=O)CCOC[C@H](CC2CCCCC2)N1Cc1ccccc1F
8.8%	-4.3	CCCCC(=O)Nc1ccccc1C(C)C
?	.	Cc1cc(C)c(N(C(=O)c2csnn2)C(C(=O)NC2CCCC2)c2ccncc2)c(C)c1 (stereo not given)
9.8%	10.0	COc1ccc(C(=O)NNC(=S)NC(=O)/C=C/c2cccs2)cc1
2.0%	.	O=C(COC(=O)COc1ccccc1[N+](=O)[O-])Nc1ccccc1Br
-6.9%	-18.2	COc1cccc(/C=N/NC(=O)CCC(=O)Nc2ccc(Br)cc2)c1
?	.	CN(C)S(=O)(=O)c1ccc(C(=O)Nc2nnc(-c3cccs3)o2)cc1
-12.5%	.	CCn1ccnc1CN(C)C(=O)C1CCC(=O)N(Cc2cccc(F)c2)C1 (stereo not given)
0.7%	-11.1	O=[N+]([O-])c1ccc(-n2cc(-c3ccccc3)nn2)cc1
?	.	Cc1cc2c(c(=O)n1Cc1cccnc1)C(c1cccs1)C(C#N)=C(N)O2 (stereo not given)
?	.	CC1CCCCN1Cc1c(O)ccc2c(=O)c(-c3nc4ccccc4s3)c(N)oc12 (stereo not given)
11.6%	4.7	Cc1nc(NC(=O)c2ccccc2)nc2cc3c(cc12)OCO3
6.2%	-0.4	COc1ccc(C(=O)Nc2cccc(C(=O)NCc3ccco3)c2)cc1
?	.	CC(C)c1ccc(S(=O)(=O)N2CCN(C(=O)Cc3ccsc3)CC2)cc1
?	.	CCN(CC(=O)NCc1cccs1)C(=O)c1ccc(S(=O)(=O)Nc2ccccc2F)cc1
?	.	CCN(C(=O)c1ccncc1)c1c(N)n(Cc2ccccc2)c(=O)[nH]c1=O
-7.9%	-2.7	O=C(CCC(=O)N1CCN(c2ccc(O)cc2)CC1)c1cccs1
20.1%	-9.2	COC(=O)c1ccc(COc2ccccc2OC)o1
i	-10.7	COc1ccccc1OCC(=O)Nc1cc(NC(=O)COc2ccccc2OC)cc(C(=O)O)c1
?	.	O=C1c2ccccc2C(Nc2ccc3c(c2)OCCO3)N1c1ccc(Cl)cn1 (stereo not given)
-3.1%	6.2	CCCC(=O)C1=C(O)C(C(=O)OC)C(C)(C)CC1=Nc1cccc([N+](=O)[O-])c1 (stereo not given)
?	.	COc1ccc(/C=C/C(=O)N2CCC(C(N)=O)CC2)cc1S(=O)(=O)N1CCOCC1
0.5%	11.7	CC1CN(C(=O)c2cccc(S(=O)(=O)NCc3ccccc3)c2)CC(C)O1 (stereo not given)
?	.	O=C(Nc1nccs1)c1ccc(Br)cc1
1.1%	-19.3	O=C(Nc1ccc(O)c(-c2nc3ccccc3o2)c1)C1(c2ccc(Cl)cc2)CCCC1
4.3%	18.4	O=C(Nc1cc([N+](=O)[O-])ccc1F)C1CC1
?	.	Cc1ccc(NC(=O)Cc2nnc(SCC(=O)NC3CCCC3)n2C)cc1C
-0.6%	6.9	CN(C)CCCN1C(=O)c2cccc3c(Br)ccc(c23)C1=O
56.5%	-13.6	C[C@@H](C(=O)CC(=O)OC(C)(C)C)[C@@H](O)c1c(F)cccc1Cl
?	.	Cc1cc(C)cc(CSCC(=O)N/N=C/c2ccc(OCC(=O)NCc3ccco3)cc2)c1
?	.	COc1ccc(OCC(=O)NNC(=S)NC(=O)C2CC2)cc1
i[0.0737 µM]	.	COc1ccccc1NS(=O)(=O)c1cccc(C(=O)NCC(c2ccccc2OC)N2CCCC2)c1 (stereo not given)
?	.	O=C(NC1CCN(Cc2ccccc2)CC1)c1ccc(N2CC3CC(C2)c2cccc(=O)n2C3)c([N+](=O)[O-])c1 (stereo not given)
i	7.7	Cc1cccc(NC(=O)c2nc(S(=O)(=O)Cc3ccccc3)ncc2Cl)c1
?	.	Cc1cccc(NS(=O)(=O)c2ccc(-c3ccc(=O)[nH]n3)o2)c1
?	.	COc1ccc(Cl)cc1NC(=S)NCCC(c1ccccc1)c1ccccc1
?	.	O=C(CC1CCCCC1)c1c(O)c2ccccc2oc1=O
9.2%	19.9	O=C1c2ccccc2C(=O)N1OCc1c(F)cccc1Cl
5.4%	.	COc1ccc([N+](=O)[O-])cc1NC(=O)CCN1CCN(c2ccccc2)CC1
?	.	CN1CCN(Cc2cc(=O)oc3cc4c(cc23)CCC4)CC1
?	.	Cc1c(C(=O)N(C)C2CCCCC2)sc2ncnc(N3CCN(c4ccccc4)CC3)c12

Next results follow:
S3 lipid droplet	S3 lipid droplet cell count max	Structure
?	.	CC1=C(C(=O)N(C)C)C(c2ccc(C)s2)NC(=S)N1 (stereo not given)
18.7%	.	CCOC(=O)N1CCN(C(=O)C2CCN(C(=O)c3cc(OC)cc(OC)c3)CC2)CC1
14.4%[9.22 µM]	8.6	COC(=O)c1cc(OC)c(OC)cc1NC(=O)c1ccccc1C
15.4%	-27.5	O=C(CSc1nnnn1C1CCCC1)Nc1ccc2c(c1)OCCO2
20.4%	-4.9	COC(=O)C1CCN(C(=O)N2CCOCC2)CC1
16.2%	2.9	COc1ccccc1-c1nc2ccc(Cl)cc2c(=O)n1O
?	.	CCN1CCN(C(=S)c2ccc(OC)cc2)CC1
-6.1%	1.4	C[C@H]1CC[C@H]2C(=O)N3[C@H](c4cccc(N5CCCC5=O)c4)[C@@H](C)CC[C@H]3C(=O)N2[C@@H]1c1cccc(N2CCCC2=O)c1
10.6%	-10.9	O=C(CN1CCOCC1)n1c2ccccc2c2ccccc21
-4.4%	-24.2	COc1ccc2c(c1)OC(c1ccccc1)(C(F)(F)F)NC2=O (stereo not given)
27.5%	4.6	CC1CCCC(C)N1c1ccc(S(=O)(=O)N2CCOCC2)cc1Cl (stereo not given)
?	.	CCN(CC(=O)Nc1c(C(=O)OC)[nH]c2ccc(C)cc12)c1ccc2c(c1)OCO2
?	.	Cc1sc2ncn(CC(=O)N3CCN(c4ccccc4F)CC3)c(=O)c2c1S(=O)(=O)N1CCOCC1
?	.	Cc1nn(CC(O)Cn2cnc3c2c(=O)n(C)c(=O)n3C)c(C)c1Br (stereo not given)
6.1%	-6.1	Cc1cc(NC(=O)c2cccc(Br)c2)n[nH]1
i	19.4	COc1cccc(C(=O)Oc2c(CN3CCOCC3)cc(Cl)c3cccnc23)c1

Rewritten in CSV form: seven of the compounds above
Molecule,S3 lipid droplet,S3 lipid droplet cell count max
O=C(CN1CCOCC1)n1c2ccccc2c2ccccc21,10.6%,-10.9
COc1ccc2c(c1)OC(c1ccccc1)(C(F)(F)F)NC2=O (stereo not given),-4.4%,-24.2
CC1CCCC(C)N1c1ccc(S(=O)(=O)N2CCOCC2)cc1Cl (stereo not given),27.5%,4.6
CCN(CC(=O)Nc1c(C(=O)OC)[nH]c2ccc(C)cc12)c1ccc2c(c1)OCO2,?,.
Cc1sc2ncn(CC(=O)N3CCN(c4ccccc4F)CC3)c(=O)c2c1S(=O)(=O)N1CCOCC1,?,.
Cc1nn(CC(O)Cn2cnc3c2c(=O)n(C)c(=O)n3C)c(C)c1Br (stereo not given),?,.
Cc1cc(NC(=O)c2cccc(Br)c2)n[nH]1,6.1%,-6.1

(next part)
S3 lipid droplet	S3 lipid droplet cell count max	Structure
-2.2%	9.2	COc1ccc(-c2cc(C(F)(F)F)nc(SCC(=O)NCCCN3CCOCC3)n2)cc1
i	.	C=CCN1C(=O)C2(/C(=C(\O)c3ccc4c(c3)OCCO4)C(=O)C(=O)N2CCCOC)c2ccccc21 (stereo not given)
i	.	CS(=O)(=O)N(CC(=O)N1CCN(c2cccc(Cl)c2)CC1)C1CCCCC1
-9.8%	-17.7	O=C(OCC(=O)N1CCCC1=O)c1cccc(S(=O)(=O)N2CCOCC2)c1
13.7%	-10.7	COc1cccc(C2CCCN2Cc2nc(CC3CC3)no2)c1 (stereo not given)
?	.	COc1ccc(N(CC(=O)Nc2ccccc2C(=O)NCCc2ccccc2)S(C)(=O)=O)cc1OC
?	.	CSc1nc(N(C)C)c2ccccc2n1
?	.	O=C(CCCCCNC(=O)c1ccccc1)C[N+](=O)[O-]
4.9%	0.4	CC(NC(=O)Nc1ccc(F)cc1F)c1ccc2c(c1)OCO2 (stereo not given)
?	.	O=S1(=O)N=C(Nc2ccc(N3CCOCC3)c(Cl)c2)c2ccccc21
1.2%	-5.4	Cc1ccccc1NC(=O)N1CCc2ccccc2C1
?	.	COc1ccc(Cl)cc1NC(=O)c1ccco1
?	.	C#CCNC(=O)C1=C[C@@H](c2ccc(C(F)(F)F)cc2)[C@H](CCCO)[C@@H](OCC)O1
?	.	COc1ccccc1-c1nnc(SCC(=O)NC2CC2)n1C
?	.	Cc1cc(-c2nnc(CCC(=O)NC(C)c3ccc(F)cc3)o2)no1 (stereo not given)
?	.	COc1cccc(C(=O)N/N=C(/CCC(=O)O)c2ccccc2)c1

3 compounds already listed, sorted by the number in S3 lipid droplet, high to low.
structure | S3 lipid droplet
O=C(Nc1cc([N+](=O)[O-])ccc1F)C1CC1 | 4.3%
COc1ccc(CN2CNc3nc4ccccc4n3C2)cc1 | 1.7%
COc1cccc(/C=N/NC(=O)CCC(=O)Nc2ccc(Br)cc2)c1 | -6.9%

Continuation.
S3 lipid droplet	S3 lipid droplet cell count max	Structure
-2.3%	-1.2	NNC(=O)c1sc2nc(N3CCOCC3)c3c(c2c1N)CCCC3
i	15.4	CC(NC(=O)c1ccccc1O)c1ccccc1 (stereo not given)
i	.	Cc1ccc(C(=O)N2CCC(C(N)=O)CC2)cc1C
-30.0%	-17.5	CCN(CC)CCNC(=O)Cn1ncc2ccccc2c1=O
-7.0%	14.9	CN(C)c1ccc(CN(C(=O)COc2ccc(F)cc2)C2CCS(=O)(=O)C2)cc1 (stereo not given)
6.6%	17.4	Cc1ccc2oc(=O)c(/C=C(\O)c3ccco3)nc2c1
?	.	COCCCNC(=S)N(Cc1ccccc1)Cc1ccc(F)cc1
?	.	CCCCOC(=O)Nc1nnc(CC)s1
17.0%	0.7	CN(C)c1cccc(N(C)C)c1CNC(=O)C(C)(C)C
14.8%	4.0	COc1ccc2cc(CCNC(=O)C(C)(C)C)c(=O)[nH]c2c1
?	.	CCCOc1ccccc1C(=O)N(Cc1ccc(C)o1)C1CCS(=O)(=O)C1 (stereo not given)
13.0%	-7.2	NC(=O)c1ccccc1NC(=O)CCCCCn1nnc2ccccc2c1=O
?	.	CC(=O)c1c(C(C)=O)c(C)n(Cc2ccc3c(c2)OCO3)c1C
-12.9%	-9.9	CCCCC1=CC2=CC(=O)C(C)(OC(=O)CC)C(=O)C2=CN1C(CO)CO (stereo not given)
?	.	Cc1ccccc1N1CCN(S(=O)(=O)C[C@]23CCC(CC2NC(=O)[C@@H](N)CCS(C)(=O)=O)C3(C)C)CC1 (stereo not given in full)
i	21.1	Cc1cc(=O)oc2cc(OCC(=O)NC3CC(C)(C)NC(C)(C)C3)c(Cl)cc12
